Source: PubChem BioAssay
MCL1 BIM primary: MCL1-BIM-BH3 interaction inhibition (human). Q07820. GST-MCL1 / FITC-Bim-BH3 fluorescence polarization. inhibition, % at 10.9 µM. actives 0.68% (n = 320,000);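 active means inhibition above the mean inhibition of all tested compounds plus 3 SD, set per campaign, cut at about 40% in these data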;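 further: 0% = DMSO wells and 100% = unlabeled Bim-BH3 peptide control; higher means more loss of mP so more displacement of Bim peptide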
Target sequence (Q07820 whole entry, looked up): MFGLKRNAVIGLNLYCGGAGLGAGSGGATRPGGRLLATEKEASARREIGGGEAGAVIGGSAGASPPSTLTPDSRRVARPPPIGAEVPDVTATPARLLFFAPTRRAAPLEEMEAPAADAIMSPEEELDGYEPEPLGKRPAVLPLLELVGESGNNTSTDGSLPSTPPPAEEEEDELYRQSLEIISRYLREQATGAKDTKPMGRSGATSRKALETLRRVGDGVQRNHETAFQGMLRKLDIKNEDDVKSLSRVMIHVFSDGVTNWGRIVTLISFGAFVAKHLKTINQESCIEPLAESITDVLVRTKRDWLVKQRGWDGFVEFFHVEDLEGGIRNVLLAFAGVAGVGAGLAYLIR
TPT1 inh: inhibitors of Candida albicans tRNA 2'-phosphotransferase TPT1 | recombinant caTPT1, FP RNA substrate dephosphorylation | inhibition, % at 5 µM | actives 0.81% (n = 300,000);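 active means inhibition above the mean of all tested compounds plus 3 SD, set per screening campaign, cut at about 24% in these data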;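 further: plate controls were DMSO alone for no effect and ferristatin control at 100 nM for full effect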
GSTO1 counter: blocks human GSTO1 in RBBP9 counter-screen | P78417 | recombinant GSTO1, activity-based probe fluorescence polarization | inhibition, % at 5.96 µM | actives 1.1% (n = 300,000);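 active means inhibition above the campaign mean inhibition plus 3 SD, cut at about 35% in these data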;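 further: 0% = GSTO1-1 with DMSO and 100% = wells lacking GSTO1-1 enzyme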
Target sequence (P78417 whole entry, looked up): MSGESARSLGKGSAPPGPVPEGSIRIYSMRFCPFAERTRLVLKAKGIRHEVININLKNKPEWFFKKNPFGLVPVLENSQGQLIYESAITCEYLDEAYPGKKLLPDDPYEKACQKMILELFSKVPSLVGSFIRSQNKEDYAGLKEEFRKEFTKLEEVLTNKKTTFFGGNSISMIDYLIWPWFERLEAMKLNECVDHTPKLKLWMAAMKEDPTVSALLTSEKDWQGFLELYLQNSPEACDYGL
MEX-5 binding: C. elegans MEX-5 TCR-2 RNA binding activity; MEX-5/FITC-TCR2 RNA binding, fluorescence polarization; hits give low values; activity score (negative = inhibition of binding), % at 10 µM; actives 0.38% (n = 300,000); Q9XUB2;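 active means inhibition past about -25% in most replicates, and total fluorescence under double the plate's negative control median, limit read from the data; inconclusive means replicates evenly split on the limit, or fluorescence at least double controls; inactive means too little inhibition in most replicates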;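 further: 0% = DMSO and -100% = 5 µM competing unlabeled TCR2 RNA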
Fam108B inh: blocks mouse Fam108B hydrolase in RBBP9 counter-screen; inhibition, % at 9.51 µM; AID 1947; recombinant Fam108B, FP-Rh probe fluorescence polarization; actives 0.33% (n = 300,000);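 active means inhibition above the screen mean inhibition plus 3 SD, computed separately per campaign, cut at about 18% in these data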;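 further: inhibitors lower polarization as less probe binds the enzyme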
PME-1 inh: blocks human protein phosphatase methylesterase 1; AID 2130; actives 0.53% (n = 320,000); recombinant PME-1, FP-Rh probe fluorescence polarization; inhibition, % at 5.9 µM;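 active means inhibition above the campaign mean of all compounds plus 3 SD, cut at about 26% in these data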;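 further: competitive labeling of PME-1 active site by serine hydrolase directed probe; 0% = PME-1 with DMSO and 100% = wells lacking PME-1 enzyme; inhibitors block probe labeling so polarization falls and inhibition rises; many of its hits are not listed in these tables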
PAD4 inh: blocks human protein arginine deiminase 4; recombinant PAD4, RCA probe fluorescence polarization; inhibition, % at 6.36 µM; actives 0.41% (n = 330,000);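 active means percent inhibition above a cutoff equal to the mean of all tested compounds plus 3 SD, cut at about 15% in these data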;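 further: 0% = PAD4 with RCA probe and DMSO and 100% = probe without PAD4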
BCLXL inh: Bcl-xL (human) inhibition; inhibition, % at 10.9 µM; actives 0.7% (n = 320,000); GST-Bcl-xL / FITC-Bim BH3 peptide fluorescence polarization; AID 2129; Q07817;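 active means inhibition above the mean of all tested compounds plus 3 SD, cutoff set per campaign, cut at about 30% in these data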;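 further: 0% = DMSO wells and 100% = unlabeled Bim-BH3 peptide competitor; inhibitors lower millipolarization by displacing the labeled peptide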
Target sequence (Q07817 whole entry, looked up): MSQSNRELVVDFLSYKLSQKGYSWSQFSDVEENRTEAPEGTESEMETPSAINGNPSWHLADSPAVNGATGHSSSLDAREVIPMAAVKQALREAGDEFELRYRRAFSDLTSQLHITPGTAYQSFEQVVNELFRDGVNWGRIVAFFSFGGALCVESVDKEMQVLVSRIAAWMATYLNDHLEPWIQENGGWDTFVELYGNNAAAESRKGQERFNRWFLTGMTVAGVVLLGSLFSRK
GLD-1 RNA inh: GLD-1-TGE RNA interaction inhibition (C. elegans) | inhibition, % at 5.96 µM | purified GLD-1 + fluorescein TGE RNA, fluorescence polarization | AID 2280 | Q17339 | actives 0.44% (n = 320,000);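 active means percent inhibition above a per-plate cutoff, the plate mean of test compounds plus 3 SD, cut at about 30% in these data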;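 further: 0% = DMSO wells with GLD-1 and probe and 100% = wells lacking GLD-1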
An asterisk follows results filed as active; ? = inconclusive; . = not tested or not shown. Not all compounds are listed, so the mix of outcomes need not match the whole.

(1) C[N+]1(C)C2CCC1CC(OC(=O)c1ccco1)C2 (stereo unspecified)
(2) Cn1c(O)c(C=NC2C(=O)C3(C)CCC2C3(C)C)c(=O)n(C)c1=O (stereo unspecified)
(3) Cc1ccc(-n2nc(C)cc2NC(=O)COc2cc(C)cc3oc(=O)c4c(c23)CCC4)cc1
(4) CC[N+](CC)(CC)CC
(5) Cc1nc(SCc2c(Cl)cccc2Cl)nc(OC(=O)N(C)C)c1C
(6) CCCCn1c(O)c(C(CC)=Nc2cccc(C(=O)O)c2)c(=O)[nH]c1=O
(7) CC(=O)NCCc1c[nH]c2ccccc12
(8) CN(C)C(=O)Oc1ccc(OC(=O)c2ccccc2)cc1
assay / compound,1,2,3,4,5,6,7,8
MCL1 BIM primary,-12,-6,0,50*,3,2,5,-4
TPT1 inh,-2,-3,3,-1,-1,-2,-3,2
GSTO1 counter,6,1,0,10,2,4,1,8
MEX-5 binding,0.4,-1.0,-0.8,0.1,-1.6,-2.6,1.7,0.7
Fam108B inh,12,1,2,2,3,-1,-1,1
PME-1 inh,-10,-2,3,-2,4,4,-2,3
PAD4 inh,-4,2,-3,-3,-1,-8,-2,4
BCLXL inh,-11,0,-1,11,5,0,7,2
GLD-1 RNA inh,-4,3,7,3,-1,4,8,2

(9) CCCN1CCC(NC2CCC(O)CC2)CC1 (stereo unspecified)
(10) Cc1ccc(S(=O)(=O)N2CC2(C)CCl)cc1 (stereo unspecified)
(11) C=C(C)[C@@H]1C2C(=O)O[C@H]1[C@H]1OC(=O)[C@@]34OC3C[C@]2(O)[C@@]14C (stereo partly specified)
(12) Cn1c(O)c(/C=C/C=Nc2ccccc2)c(=O)n(C)c1=O
(13) O=C(COC(=O)Cc1ccccc1)Nc1ccc(Cl)cn1
(14) CN(C)C(=O)Oc1cc(=O)n2c3c(cccc13)CCC2
(15) CCCCOC(=O)C1=C(N)OC2=C(C(=O)CC(C)(C)C2)[C@]12C(=O)N(C)c1ccccc12
(16) N#CC(C#N)=Cc1ccc(N2CCCC2)cc1
assay / compound,9,10,11,12,13,14,15,16
MCL1 BIM primary,23,3,5,-146,7,0,-1,-51
TPT1 inh,-4,-3,-4,104*,3,2,-6,63*
GSTO1 counter,4,44*,2,-2,-6,-1,-7,9
MEX-5 binding,-6.2,2.7,.,32,-3.8,0.2,-0.4,-1.0
Fam108B inh,2,-3,-3,-3,-1,4,-2,-4
PME-1 inh,-4,-3,0,0,1,2,0,3
PAD4 inh,-3,-4,3,-3,-7,2,-1,-7
BCLXL inh,15,4,0,-84,6,2,2,-36
GLD-1 RNA inh,10,7,0,-125,2,0,-8,-103

4 compounds already listed, arranged by count of non-hydrogen atoms, smallest number first:
(4) CC[N+](CC)(CC)CC
(1) C[N+]1(C)C2CCC1CC(OC(=O)c1ccco1)C2 (stereo unspecified)
(11) C=C(C)[C@@H]1C2C(=O)O[C@H]1[C@H]1OC(=O)[C@@]34OC3C[C@]2(O)[C@@]14C (stereo partly specified)
(2) Cn1c(O)c(C=NC2C(=O)C3(C)CCC2C3(C)C)c(=O)n(C)c1=O (stereo unspecified)
assay / compound,4,1,11,2
MCL1 BIM primary,50*,-12,5,-6
TPT1 inh,-1,-2,-4,-3
GSTO1 counter,10,6,2,1
MEX-5 binding,0.1,0.4,.,-1.0
Fam108B inh,2,12,-3,1
PME-1 inh,-2,-10,0,-2
PAD4 inh,-3,-4,3,2
BCLXL inh,11,-11,0,0
GLD-1 RNA inh,3,-4,0,3

(continued)
(17) O=C(CCN1CCOCC1)Nc1ccc(Br)cc1C(=O)c1ccccc1
(18) COc1ccc(N=Cc2c(O)n(Cc3cccs3)c(=O)[nH]c2=O)cc1
(19) Cc1ccc(OCC(=O)N2CCN(Cc3ccc([N+](=O)[O-])cc3)CC2)cc1
(20) CCN1C[C@@]2(COC)C3[C@@H](OC)[C@H]4[C@@H]1[C@@]3(C1C[C@@]3(O)[C@H](OC(=O)c5ccccc5)C1[C@]4(OC(C)=O)[C@@H](O)[C@H]3OC)[C@@H](OC)C[C@H]2O (stereo partly specified)
(21) O=C1C=C2C=C[C@@H]3CC2(O1)[C@H]1CCCCN31
(22) O=C1NC(=O)N(c2ccccc2)C(=O)/C1=C/c1coc2ccc(O)cc2c1=O
(23) COc1ccc(C(=O)N/N=C/C23CC[C@@H](O)CC2(O)CC[C@@H]2[C@@H]3CCC3(C)C(C4=CC(=O)OC4)CCC23O)cc1 (stereo partly specified)
(24) NP(=O)(OCCCc1ccccc1)Oc1ccc(Cl)cc1 (stereo unspecified)
assay / compound,17,18,19,20,21,22,23,24
MCL1 BIM primary,20,4,0,-4,125*,8,0,0
TPT1 inh,-2,-1,-1,0,-1,6,1,-6
GSTO1 counter,16,-2,3,3,3,27,-2,3
MEX-5 binding,1.3,3.3,-0.8,3.0,.,-4.8,-0.5,-0.7
Fam108B inh,2,-5,-3,-5,4,3,-3,1
PME-1 inh,-5,-10,-2,-4,-2,5,-6,10
PAD4 inh,0,0,-3,2,-2,-3,-6,-6
BCLXL inh,26,6,3,7,4,4,2,-1
GLD-1 RNA inh,10,-3,7,3,-1,-5,-1,-5

(25) COc1cccc(Oc2c(C)oc3cc(OC(=O)N(C)C)ccc3c2=O)c1
(26) COc1ccc(CC(C)Nc2cccc(F)c2)cc1 (stereo unspecified)
(27) CC/C(=N\NC(=O)c1ccccc1)c1c(O)n(Cc2ccccc2)c(=O)[nH]c1=O
(28) Nc1cnn(-c2ccccc2)c(=O)c1Cl
(29) COc1ccc(N2C(=O)NC(=O)/C(=C\c3ccccc3[N+](=O)[O-])C2=O)cc1
(30) COc1ccc(OCC(=O)N2CCN(C/C=C/c3ccccc3)CC2)cc1
(31) COC(=O)C1=C(c2ccc(OC)c(OC)c2)C[C@@H]2CC[C@H]1N2C(=O)NCCOc1ccccc1
(32) O=S(=O)(c1ccc(F)cc1)N1CN2CCN(C2)C1
assay / compound,25,26,27,28,29,30,31,32
MCL1 BIM primary,-7,6,-6,2,7,8,8,3
TPT1 inh,0,-1,22,-3,1,-3,.,-3
GSTO1 counter,2,5,7,1,-2,6,.,-1
MEX-5 binding,-1.1,1.9,-2.8,-2.2,1.0,-0.8,.,-0.9
Fam108B inh,-2,5,2,0,-7,-4,.,-2
PME-1 inh,0,5,-5,-3,-7,-5,-4,-1
PAD4 inh,4,-3,-4,0,-3,7,2,0
BCLXL inh,4,3,-7,-2,6,0,3,2
GLD-1 RNA inh,1,6,-10,-2,-6,-3,-2,-2

(33) COc1ccc(C(=O)C2CCCN(C3CSCCSC3)C2)c(C)c1 (stereo unspecified)
(34) CN(C)c1ccc(N=Cc2c(O)n(CCC3=CCCCC3)c(=O)[nH]c2=O)cc1
(35) c1ccc(Cn2ccnc2)cc1
(36) COC(=O)C1=C(c2cc3ccccc3s2)C[C@@H]2CC[C@H]1N2C(=O)NC1CCCCC1
(37) CC1(C)CC(=O)C2=C(C1)NC(=O)C21C(C(=O)OC(C)(C)C)=C(N)Oc2ccc(Br)cc21 (stereo unspecified)
(38) CN(C)P(=O)(NC(=O)c1cccn1C)N(C)C
(39) COC(=O)C(O)(c1ccc(NC(=S)NC(=O)c2ccccc2)cc1)C(F)(F)F (stereo unspecified)
(40) CC(C)Cc1nnc(NC(=O)CCC(=O)N2CCC3(CC2)OCCO3)s1
assay / compound,33,34,35,36,37,38,39,40
MCL1 BIM primary,-3,7,-4,6,-3,3,5,7
TPT1 inh,2,7,-1,-1,0,-3,1,-3
GSTO1 counter,2,8,2,-1,5,1,5,0
MEX-5 binding,0.6,-63*,-0.4,0.6,-1.1,-0.2,-0.4,-3.1
Fam108B inh,-2,0,2,1,1,-8,-1,0
PME-1 inh,0,5,2,2,0,-7,-6,-5
PAD4 inh,-5,-4,-1,-3,4,-5,-4,0
BCLXL inh,0,7,1,3,1,1,2,5
GLD-1 RNA inh,-9,-2,5,-1,5,8,4,5

(41) COc1ccc(-c2nn(CCC#N)cc2C(=O)Nc2ccc(C(C)=O)cc2)cc1[N+](=O)[O-]
(42) CCc1cc(=O)oc2cc(OCC(=O)N3C[C@H]4C[C@@H](C3)c3cccc(=O)n3C4)ccc12
(43) OC[C@H]1O[C@@H](n2cnc3cc(Cl)c(Cl)cc32)[C@H](O)[C@@H]1O
(44) COc1ccc(C2c3c(nc(C)[nH]c3=O)Oc3c2c(=O)oc2ccccc32)cc1 (stereo unspecified)
(45) Nc1c2c(nc3sc4c(c13)CCCC4)CCCCC2
(46) CSc1ccc(C(=O)C2CCCN(Cc3cnc(SC)nc3)C2)cc1 (stereo unspecified)
(47) CCn1nc(-c2ccccc2)nc2c(=O)n(C)c(=O)nc1-2
(48) Fc1cccc(CCNCc2ccccn2)c1
assay / compound,41,42,43,44,45,46,47,48
MCL1 BIM primary,15,3,8,-1,8,9,148*,4
TPT1 inh,-6,-4,-5,-2,-1,-5,-105,-2
GSTO1 counter,1,-6,6,-18,2,8,90*,3
MEX-5 binding,3.0,0.7,.,1.8,-0.2,0.2,?,2.2
Fam108B inh,-3,-1,2,2,-2,9,65*,0
PME-1 inh,-7,-2,-5,-9,-8,3,42*,-6
PAD4 inh,1,2,-5,4,-7,2,68*,-2
BCLXL inh,7,7,10,9,1,5,136*,0
GLD-1 RNA inh,0,-4,5,1,4,-2,128*,8

(49) CC(Oc1ccc(-c2ccccc2)cc1)C(=O)O (stereo unspecified)
(50) C=CCn1c(O)c(C(C)=Nc2ccc(N(C)C)cc2)c(=O)[nH]c1=O
(51) Cc1ccc(OCC(=O)N2CCN(Cc3cccnc3)CC2)cc1
(52) O=P(NS(=O)(=O)c1ccccc1)(Oc1ccccc1)Oc1ccccc1
assay / compound,49,50,51,52
MCL1 BIM primary,-2,8,0,-1
TPT1 inh,5,1,-1,-1
GSTO1 counter,15,30,4,8
MEX-5 binding,.,-0.2,-1.1,-3.4
Fam108B inh,3,-1,11,-2
PME-1 inh,-5,-1,4,-2
PAD4 inh,-1,11,-1,7
BCLXL inh,0,18,6,6
GLD-1 RNA inh,4,10,0,3
